sEH inhibitor = inhibitors of human soluble epoxide hydrolase. P34913. AID 707. recombinant human sEH enzymatic activity assay. 91,000 compounds, 0.34% hits. inhibition, % at 2 µM; in the data active = inhibition above about 80%; note: values of inactives mirror those of a sister screen read the other way; many of its hits are not listed in these tables
IL1B cytotox = HUVEC cytotoxicity counter-screen, IL-1B stimulated | HUVEC cell count loss, Hoechst imaging | cell count reduction, % at 2 µM | 94,000 compounds, 0.41% hits;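 active = cell count reduction more than 3 SD above the screen-wide mean, cut at about 70% in these data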;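 note: normalized per plate to untreated control cells as the no-loss baseline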
TNFa cytotox = toxic to HUVEC cells under TNF alpha stimulation; HUVEC TNFalpha-stimulated, Hoechst cell count, imaging; cell count reduction, % at 2 µM; 93,000 compounds, 0.17% hits; AID 848;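 active = cell count reduction exceeding the screen mean by over 5 SD, scaled to untreated wells per plate, cut at about 78% in these data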;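 note: cells counted after 24 h of TNF alpha exposure following the 1 h pretreatment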
PLK1 PBD inh = Plk1 (human) PBD binding inhibition. 97,000 compounds, 0.13% hits. AID 693. inhibition, %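 (tested at about 20 µM)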. P53350. Plk1 PBD phosphopeptide binding, fluorescence polarization; in the data active = inhibition above about 34%, passing the limit was not always enough
Target sequence (P53350 whole entry, looked up): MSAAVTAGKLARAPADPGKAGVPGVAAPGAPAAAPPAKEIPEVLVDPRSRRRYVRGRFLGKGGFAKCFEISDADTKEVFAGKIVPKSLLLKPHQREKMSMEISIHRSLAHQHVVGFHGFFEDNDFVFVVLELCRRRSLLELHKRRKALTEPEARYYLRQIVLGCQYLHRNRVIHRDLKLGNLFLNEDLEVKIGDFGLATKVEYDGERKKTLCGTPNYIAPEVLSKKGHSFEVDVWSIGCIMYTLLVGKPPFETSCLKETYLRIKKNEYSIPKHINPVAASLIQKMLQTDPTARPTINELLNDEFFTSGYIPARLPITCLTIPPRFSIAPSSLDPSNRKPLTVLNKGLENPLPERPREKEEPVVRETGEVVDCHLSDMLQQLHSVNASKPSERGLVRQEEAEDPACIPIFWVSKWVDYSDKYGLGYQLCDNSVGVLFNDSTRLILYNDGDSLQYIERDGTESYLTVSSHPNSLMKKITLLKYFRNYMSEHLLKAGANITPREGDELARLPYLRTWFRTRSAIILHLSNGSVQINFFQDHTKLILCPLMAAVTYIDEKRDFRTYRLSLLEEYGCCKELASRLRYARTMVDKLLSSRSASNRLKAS
Ecoli WT expand = E. coli BW25113 growth inhibition, expanded screen. OD600 absorbance. growth inhibition, % at 100 µM. 98,000 compounds, 0.15% hits. AID 710;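 active = growth inhibition above about 50% at one test dose, limit read from the data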;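 note: growth measured after 20 h incubation at 37 °C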
DAT uptake mod = human DAT dopamine uptake with cocaine, either direction | Q01959 | B-score at 10 µM | 110,000 compounds, 1.3% hits | LLC-PK1 hDAT cells, [14C]-dopamine uptake with cocaine IC80; actives deviate in either direction;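 active = Z score or B-score, a plate-position-corrected score, falls beyond the plate's 99.7% confidence bounds, in either direction; inactive = both scores lie inside the 99.7% bounds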;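 note: scored against the spread of the other compound wells on the same plate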
F-actin modifier = modifiers of cytoskeleton assembly | inhibition, % at 2 µM | HUVEC TNFa F-actin phalloidin imaging, high content | 91,000 compounds, 0.18% hits;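 active = inhibition above the batch mean plus 3 SD and confirmed as a hit by visual image inspection, cut at about 30% in these data, passing the limit was not always enough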; note: strong numbers were not always called active
VCAM1 TNFa inh = reduces TNF alpha induced VCAM1 expression in HUVEC | HUVEC TNFa-induced VCAM-1 immunofluorescence, high-content imaging | inhibition, % at 2 µM | 95,000 compounds, 0.48% hits;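 active = inhibition above the batch mean plus 3 SD, with images confirmed as a hit by eye, cut at about 37% in these data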;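 note: 0% = TNF-stimulated DMSO wells and 100% = unstimulated control wells; not every result past the cut was called active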
PLK1 kinase inh = PLK1 (human) kinase inhibition | inhibition, % at 10 µM | recombinant PLK1 kinase, TR-FRET peptide phosphorylation | P53350 | 97,000 compounds, 0.53% hits;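 active = inhibition of 50% or more in the single-concentration screen; inactive = inhibition below 50%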;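 note: 0% = DMSO max control and 100% = H-89 dihydrochloride min control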
Active calls of the source: *; / = not tested or not shown. No enrichment for hits; any-hit rate near 3.4%.

entry	structure	VCAM1 TNFa inh	PLK1 kinase inh	DAT uptake mod	F-actin modifier	TNFa cytotox	PLK1 PBD inh	Ecoli WT expand	IL1B cytotox	sEH inhibitor
1	COCCn1nnnc1CN(CCc1ccccc1)Cc1cc2ccc(C)cc2[nH]c1=O	-4	-5	2.1	9	-28	1	-4	13	/
2	Cc1cccc(NC(=O)C2CC(=O)N(c3ccccc3)C2)c1C (stereo unspecified)	-9	-7	-0.77	9	-9	-18	0	-21	2
3	CCCn1c2c(c(O)c(C(=O)Nc3ccc(C)cn3)c1=O)CCCC2	-18	-10	/	5	-4	-4	/	12	-22
4	CCN(C(=O)c1c(C)cc(=O)oc1C)c1ccc2c(c1)OCO2	3	-5	/	-2	-22	-7	-2	/	-16
5	O=c1[nH]ncc2c3ccccc3n(Cc3ccc(F)cc3)c12	-25	52*	-1.1	20	7	1	-8	-12	-3
6	Cc1ccc(N=Cc2c(O)n(C)c(=O)n(C)c2=O)nc1	2	-8	-0.00012	7	-18	17	-10	4	2
7	COc1ccc(NC(=O)CCc2c(C)nc3nc(C)nn3c2C)cc1	10	-10	0.24	-4	-4	16	-10	-8	12
8	Cc1cccnc1NC1(C(F)(F)F)N=C(c2ccccc2)NC1=O (stereo unspecified)	-11	-11	-0.22	0	/	15	-10	3	2
9	COc1ccc(-c2nnc(SCC(=O)Nc3ccc(Cl)cc3)n2C)cc1	0	-5	0.16	1	-16	10	-13	-17	2
10	COc1ccc2nc(SCC(=O)Nc3ccc4c(c3)OCCO4)[nH]c2c1	-8	-10	/	10	-14	17	-14	9	-11
11	CCCCN1CN=C(Nc2nc3ccccc3o2)NC1	8	-6	0.15	-7	19	-1	9	-22	2
12	O=C(Nc1cccn2ncnc12)c1ccccc1	-19	-12	-0.12	-5	-7	12	4	-7	10
13	O=c1[nH]cnc2nc3n(c12)CCCCC3	/	3	0.73	-10	/	-19	-3	-15	9
14	CCOc1ccc(C(=O)OCc2nnc(-c3cccs3)o2)cc1OC	-6	-3	0.56	23	-15	-17	-5	6	13
15	Cc1ccccc1-c1nc(-c2cccnc2)no1	21	96*	0.00071	13	-19	-37	3	8	8
16	C#CCNc1nc(C)nc2c1nnn2Cc1ccccc1F	3	-4	-0.061	-2	-12	5	-1	-20	1
17	COCCCNC(=O)c1cccn2c(=O)c3cc4ccccc4cc3nc12	5	-22	-0.91	6	-5	-19	2	-9	-8
18	O=C1C2CCC(C(O)C2)N1Cc1ccccc1 (stereo unspecified)	-6	-13	-0.058	26	0	-19	3	-51	-2
19	Cc1cc(C)cc(NC(=O)C2(c3ccccc3)CC2(Cl)Cl)c1 (stereo unspecified)	0	-11	-0.89	12	-9	-16	-3	-25	10
20	COc1cccc(NC(=O)N2CCCC(C(=O)NCc3ccc(F)cc3)C2)c1 (stereo unspecified)	9	-14	0.79	-24	3	-1	/	-11	-2
21	CC1(NC(=O)N2CCOCC2)CCS(=O)(=O)C1 (stereo unspecified)	-21	-8	-0.43	-12	/	-8	1	0	6
22	CCCCn1c(SCC(=O)N2CCCC2)nc2c1c(=O)n(C)c(=O)n2C	-5	-6	-0.27	0	-17	1	0	4	-1
23	CC(C)(C)Cc1nnc(NS(=O)(=O)c2ccc(F)cc2)s1	-22	-12	-0.21	-11	-5	8	3	-8	6
24	CCN(CC)CCN1C(=O)C(O)=C(C(=O)c2cccs2)C1c1ccccn1 (stereo unspecified)	-27	-13	-1.9	-8	/	8	2	-19	3
25	CN1CCN(C(=O)c2cc3c(n(-c4ccccc4)c2=O)CC(C)(C)CC3=O)CC1	19	-6	-0.18	-22	17	-4	1	-45	-2

Later entries:
entry	structure	VCAM1 TNFa inh	PLK1 kinase inh	DAT uptake mod	F-actin modifier	TNFa cytotox	PLK1 PBD inh	Ecoli WT expand	IL1B cytotox	sEH inhibitor
26	O=C(NCCCNC1CCCCC1)c1ccc(/C=N/O)nc1	28	-2	-0.38	-5	-17	-6	-7	-4	-6
27	CCCC(O)(c1ccc(Cl)cc1)C(CN1CCOCC1)c1ccccc1 (stereo unspecified)	-10	-3	-2.8*	6	3	2	1	17	1
28	O=C(OC1CCOC1=O)c1ccc(S(=O)(=O)N2CCCCCC2)cc1 (stereo unspecified)	5	-11	0.028	9	-6	0	2	-22	4
29	CCc1ccc(C(=O)COC(=O)C(Cc2ccccc2)NC(=O)c2ccc(Cl)cc2)cc1 (stereo unspecified)	15	-4	1	-14	-1	5	-14	0	-11
30	CCOCC(=O)Nc1cc(-c2cn3cccnc3n2)ccc1C	-3	-5	1	0	-18	16	8	-13	-11
31	Cc1cc(-c2ccc(Cl)s2)n[nH]1	-14	-2	0.44	-46	4	-14	30	/	6
32	COCCNC(=O)c1snc2ccc(Cl)cc12	-12	-15	-1.2	-10	-31	-16	7	-13	2
33	O=C(NNC(=O)c1cccnc1)Nc1ccccc1	12	-4	-0.33	8	0	8	2	20	-22
34	CCOC(=O)c1nnn(-c2nonc2-n2cccc2)c1CN1CCC(C)CC1	8	-4	-0.29	8	-23	-1	4	-14	5
35	COc1ccc2c(c1)OC13CCCCC1C2C(C(=O)c1ccccc1)C(=O)N3 (stereo unspecified)	8	-13	-1.6	-17	7	31	-13	-3	-1
36	O=C(Cn1c(=O)oc2ccccc21)Nc1nnc(N2CCCCCC2)s1	20	-22	0.55	-17	56	4	-1	12	/
37	CCN(CC)CCCNC(=O)c1cc2c(=O)n(C)c3ccccc3c2n1C	12	-6	1.1	-6	-23	21	-7	0	/
38	CCOC(=O)N1CCN(C(=O)COc2cc(=O)n(CC)c3ccccc23)CC1	-3	-14	0.86	-10	-8	-1	2	-1	-22
39	Cc1cc(Oc2ccccc2)nc(SCC(=O)Nc2ccc(Cl)cc2Cl)n1	-8	-9	0.03	0	-10	-6	-7	-8	-6
40	N#CC(C#SN)=C1CCCCC1	4	-5	0.25	5	-12	-19	5	19	-7
41	COCCNC(=O)C(c1ccncc1)N(C(=O)Cn1nnc2ccccc21)c1ccc(OC)cc1 (stereo unspecified)	15	-3	0.63	-15	-12	-18	6	-52	-9
42	CC(=O)OCC(=O)NCc1ccc2c(c1)OCO2	24	-1	-1.3	-10	-31	0	10	27	-6
43	O=C(NCc1ccco1)C1CCCCN1S(=O)(=O)c1ccc(F)cc1 (stereo unspecified)	-5	-13	-0.93	3	9	2	6	-14	10
44	Cc1cc(C)n2nc(-c3ccc(F)cc3)nc2n1	-1	-4	0.84	/	1	-22	0	-1	7
45	COc1cccc(NC(=O)c2ccncc2)c1	13	-3	-0.085	34	-37	-27	-1	-6	1
46	Cc1ccc(S(=O)(=O)N2CCC(C(=O)N[C@H](C(=O)NCC3CCCO3)C(C)C)CC2)cc1 (stereo partly specified)	20	0	-0.44	1	-14	-23	7	20	5
47	O=C(CSc1nc2ccccc2o1)Nc1ccc(Cl)cc1	-10	-3	-0.024	-3	7	-7	0	-138	-2
48	CCOC(=O)N1CCN(C(=O)c2cnn3ccccc23)CC1	7	15	-0.031	16	-22	-5	4	-14	/
49	O=C(CSc1ccccc1)Nc1cccc(NC(=O)c2ccco2)c1	-27	-1	1.7	-11	0	3	16	17	-3
50	Clc1ccc(/C=C/c2nc3ccccc3[nH]2)c(Cl)c1	18	-17	-1.1	13	-22	14	6	-26	19

Structural class, those above with an NH in an aromatic ring.
entry	structure	VCAM1 TNFa inh	PLK1 kinase inh	DAT uptake mod	F-actin modifier	TNFa cytotox	PLK1 PBD inh	Ecoli WT expand	IL1B cytotox	sEH inhibitor
1	COCCn1nnnc1CN(CCc1ccccc1)Cc1cc2ccc(C)cc2[nH]c1=O	-4	-5	2.1	9	-28	1	-4	13	/
5	O=c1[nH]ncc2c3ccccc3n(Cc3ccc(F)cc3)c12	-25	52*	-1.1	20	7	1	-8	-12	-3
10	COc1ccc2nc(SCC(=O)Nc3ccc4c(c3)OCCO4)[nH]c2c1	-8	-10	/	10	-14	17	-14	9	-11
13	O=c1[nH]cnc2nc3n(c12)CCCCC3	/	3	0.73	-10	/	-19	-3	-15	9
31	Cc1cc(-c2ccc(Cl)s2)n[nH]1	-14	-2	0.44	-46	4	-14	30	/	6
50	Clc1ccc(/C=C/c2nc3ccccc3[nH]2)c(Cl)c1	18	-17	-1.1	13	-22	14	6	-26	19

Other records:
entry	structure	VCAM1 TNFa inh	PLK1 kinase inh	DAT uptake mod	F-actin modifier	TNFa cytotox	PLK1 PBD inh	Ecoli WT expand	IL1B cytotox	sEH inhibitor
51	COc1ccc2nc(SCC(=O)Nc3ccc(S(=O)(=O)Nc4nccc(C)n4)cc3)[nH]c2c1	-24	-11	-0.15	10	4	-12	8	10	-16
52	O=C(Cn1cc2c(n1)CCCC2)N1CCOCC1	-21	-14	-0.58	-13	61	-9	6	-6	12
53	COc1cc(NC(=O)Cn2c(-c3cncs3)nc3ccccc32)cc(OC)c1OC	-28	23	0.011	4	/	-3	-5	-12	15
54	C/C(Cn1nc([N+](=O)[O-])cc1C)=N\NC(=O)c1ccc(C(C)(C)C)cc1	17	-2	1.1	4	-29	-5	7	16	0
55	Nc1c(S(=O)(=O)c2ccccc2)nnn1-c1ccccc1	4	-4	0.44	-4	0	-7	/	-22	0
56	O=C(Cn1ccc2ccccc2c1=O)NCCC(=O)N1CCN(c2cccc(C(F)(F)F)c2)CC1	5	-12	-1.8	11	-12	1	-2	-7	-10
57	Cc1cc(C)n(C(=O)c2ccc(C)o2)n1	-2	-18	1.9	0	-18	5	2	-26	-5

From PubChem
